Screening results as filed in PubChem BioAssay.
COUP-TFII inh – inhibitors of human COUP-TFII (NR2F2). P24468. HEK293T NGFI-A luciferase reporter, luminescence. inhibition, % at 8.6 µM. hit rate 0.7% among 370,000;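 active = inhibition above a per-plate cutoff, mean inhibition of test wells between control levels plus 3 SD, cut at about 38% in these data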;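 also: cells cotransfected with COUP-TFII expression vector driving the NGFI-A reporter; 0% = median of COUP-TF2 test wells and 100% = reporter-only cells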
SRC3 inh – inhibits human SRC3 coactivator; inhibition, % at 3.6 µM; hit rate 0.17% among 360,000; Q9Y6Q9; HEK293 GAL4-SRC3 luciferase reporter, luminescence;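 active = inhibition above a per-campaign cutoff, the mean of all compounds plus 3 SD, cut at about 60% in these data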;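 also: 0% = DMSO-treated cells and 100% = gossypol-treated cells at 36 µM; higher means less SRC3-driven luciferase light from the GAL4 reporter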
TLR9-MyD88 inh – blocks human TLR9 binding to MyD88 | Q9NR96+Q99836 | CHO BLA complementation TLR9-MyD88, CCF4 FRET ratio | inhibition, % at 4.98 µM | hit rate 0.21% among 340,000;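 active = inhibition above the mean over all tested compounds plus 3 SD, cut at about 21% in these data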;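 also: 0% = DMSO only wells and 100% = clavulanate BLA inhibitor control wells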
Target sequence (Q99836 whole entry, looked up): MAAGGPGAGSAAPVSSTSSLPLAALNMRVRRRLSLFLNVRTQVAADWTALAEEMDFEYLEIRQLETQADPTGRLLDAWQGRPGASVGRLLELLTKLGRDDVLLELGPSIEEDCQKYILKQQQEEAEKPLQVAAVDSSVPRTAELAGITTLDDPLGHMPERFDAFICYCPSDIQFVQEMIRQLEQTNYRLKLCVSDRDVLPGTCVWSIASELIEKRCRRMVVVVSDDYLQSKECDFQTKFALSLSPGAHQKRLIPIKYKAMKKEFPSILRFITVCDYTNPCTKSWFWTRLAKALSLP
Target sequence (Q9NR96 whole entry, looked up): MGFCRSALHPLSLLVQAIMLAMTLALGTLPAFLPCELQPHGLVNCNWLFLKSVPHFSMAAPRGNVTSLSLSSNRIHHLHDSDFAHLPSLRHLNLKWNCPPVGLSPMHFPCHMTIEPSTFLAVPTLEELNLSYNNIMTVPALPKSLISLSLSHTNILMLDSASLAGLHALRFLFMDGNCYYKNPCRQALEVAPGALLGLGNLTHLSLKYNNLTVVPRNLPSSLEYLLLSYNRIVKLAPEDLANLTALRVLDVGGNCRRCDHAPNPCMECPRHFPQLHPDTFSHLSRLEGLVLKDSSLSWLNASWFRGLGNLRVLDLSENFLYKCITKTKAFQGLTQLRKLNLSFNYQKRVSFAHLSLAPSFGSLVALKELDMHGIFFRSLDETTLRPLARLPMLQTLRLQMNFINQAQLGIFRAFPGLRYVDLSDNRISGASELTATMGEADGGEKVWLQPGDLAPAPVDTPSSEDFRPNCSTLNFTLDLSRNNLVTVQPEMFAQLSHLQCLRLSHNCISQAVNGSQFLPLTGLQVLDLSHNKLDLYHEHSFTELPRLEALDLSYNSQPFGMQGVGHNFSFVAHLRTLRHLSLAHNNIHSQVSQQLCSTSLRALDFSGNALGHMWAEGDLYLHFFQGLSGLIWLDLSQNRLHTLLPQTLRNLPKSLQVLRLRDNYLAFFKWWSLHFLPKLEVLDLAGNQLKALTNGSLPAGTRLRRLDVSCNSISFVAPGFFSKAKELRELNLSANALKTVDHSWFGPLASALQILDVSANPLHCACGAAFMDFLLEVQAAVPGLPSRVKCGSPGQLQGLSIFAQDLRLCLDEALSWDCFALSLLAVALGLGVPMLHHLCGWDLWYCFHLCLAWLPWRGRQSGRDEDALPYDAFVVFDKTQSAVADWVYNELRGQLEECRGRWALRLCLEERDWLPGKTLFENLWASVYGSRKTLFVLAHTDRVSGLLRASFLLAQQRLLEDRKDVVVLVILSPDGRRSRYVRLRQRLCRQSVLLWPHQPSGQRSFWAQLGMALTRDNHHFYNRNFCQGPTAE
TROY signal inh – TROY signaling inhibition | Q293 LMP1-TROYcd NF-kB luciferase reporter, 4 h | AID 1347056 | inhibition, % at 10 µM | hit rate 0.98% among 360,000;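 active = compounds whose plate-normalised and pattern-corrected inhibition of the luciferase reporter signal at the single screening dose is 50% or more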
LMP1 NFkB inh – Epstein-Barr LMP1 NF-kappaB reporter inhibition; hit rate 0.69% among 350,000; LMP1-induced NF-kappaB luciferase reporter cells, luminescence; inhibition, % at 12.5 µM; in the data active = inhibition above about 41%;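 also: 0% = neutral control wells and 100% = reference inhibitor control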
NOD2-RIPK2 inh – NOD2-RIPK2 protein interaction inhibition; CHO BLA complementation NOD2-RIPK2, CCF4 ratio; AID 624267; O43353; inhibition, % at 4.98 µM; hit rate 0.38% among 360,000; in the data active = inhibition above about 21%;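 also: 0% = vehicle only and 100% = reference blocker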
C8 TRAIL sens – caspase-8 TRAIL sensitization | NB7+C8 cells + TRAIL, ATPlite viability luminescence | inhibition (viability loss, TRAIL sensitization), % at 10 µM | hit rate 1% among 360,000;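 active = compounds causing at least 50% loss of cell viability in the single-dose screen, relative to plate controls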
Vif imaging – inhibitors of HIV Vif | HEK293T cells, Vif self-association by quenched fluorescence, imaging, 24 h | inhibition, % at 7.49 µM | hit rate 0.35% among 340,000; in the data active = inhibition above about 50%, passing the limit was not always enough; also: some results filed as inactive read as strong as hits
LRH-1 inv ag – NR5A2 inverse agonism in reporter assay. O00482. HEK293T StAR-luciferase reporter, LRH-1 transfected, 24 h. inhibition, % at 3.6 µM. hit rate 0.13% among 360,000. AID 602396;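 active = inhibition above the mean inhibition of all tested compounds plus 3 SD, cut at about 73% in these data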;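 also: 0% = DMSO wells and 100% = reporter-only cells lacking LRH-1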
NCOA1 inh – inhibitors of human steroid receptor coactivator 1 (SRC1); HEK293 GAL4-SRC1 luciferase reporter, luminescence; AID 588354; inhibition, % at 3.6 µM; Q15788; hit rate 0.12% among 360,000;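 active = inhibition above the campaign mean plus 3 SD, with each screening campaign given its own cutoff, cut at about 60% in these data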;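 also: 0% = DMSO treated cells and 100% = gossypol at 36 µM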
NCOA2 inhibitor – human SRC2 (NCOA2) inhibition; hit rate 0.17% among 370,000; inhibition, % at 9 µM; HEK293 GAL4-SRC2 luciferase reporter, luminescence; Q15596;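 active = inhibition above the mean inhibition of all tested compounds plus 3 SD, set per campaign, cut at about 52% in these data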;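 also: 0% = DMSO treated cells and 100% = cells given Gossypol at 36 µM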
The depositor's hits bear a star; / = no result given. These rows are one share of the data, so the mix of outcomes need not match the whole.

Start of the listing, in advance:
Structure	NCOA1 inh	SRC3 inh	LRH-1 inv ag	C8 TRAIL sens	LMP1 NFkB inh	NCOA2 inhibitor	Vif imaging	COUP-TFII inh	TROY signal inh	TLR9-MyD88 inh	NOD2-RIPK2 inh
S=c1[nH]ncn1NCc1ccc(Cl)cc1Cl	-12	-5	3	6	0	-21	-2	1	-3	2	-9
Cc1cccc(C)c1N1C(=O)c2cccc([N+](=O)[O-])c2C1=O	-12	9	5	-1	-6	0	12	12	-22	0	3
O=C1c2ccccc2C(=O)N1CCCCN(C(=O)c1cc([N+](=O)[O-])cc([N+](=O)[O-])c1)c1ccc(Cl)cc1	3	6	9	20	2	-22	-6	5	-1	-3	6
CN(C)Cc1c(C(=O)N/N=C/c2cccc(OCc3ccccc3)c2)nnn1-c1nonc1N	-3	-21	-8	-6	-3	1	-6	2	38	-12	7
COCCCNS(=O)(=O)c1ccc(OC)c(Cl)c1Cl	-3	8	-1	13	-3	-16	14	2	-6	-2	-16

The listing, from the start:
Structure	NCOA1 inh	SRC3 inh	LRH-1 inv ag	C8 TRAIL sens	LMP1 NFkB inh	NCOA2 inhibitor	Vif imaging	COUP-TFII inh	TROY signal inh	TLR9-MyD88 inh	NOD2-RIPK2 inh
S=c1[nH]ncn1NCc1ccc(Cl)cc1Cl	-12	-5	3	6	0	-21	-2	1	-3	2	-9
Cc1cccc(C)c1N1C(=O)c2cccc([N+](=O)[O-])c2C1=O	-12	9	5	-1	-6	0	12	12	-22	0	3
O=C1c2ccccc2C(=O)N1CCCCN(C(=O)c1cc([N+](=O)[O-])cc([N+](=O)[O-])c1)c1ccc(Cl)cc1	3	6	9	20	2	-22	-6	5	-1	-3	6
CN(C)Cc1c(C(=O)N/N=C/c2cccc(OCc3ccccc3)c2)nnn1-c1nonc1N	-3	-21	-8	-6	-3	1	-6	2	38	-12	7
COCCCNS(=O)(=O)c1ccc(OC)c(Cl)c1Cl	-3	8	-1	13	-3	-16	14	2	-6	-2	-16
CCNc1sc(S(C)(=O)=O)nc1S(=O)(=O)c1ccc(Cl)cc1	6	14	-9	-3	-14	-1	-3	16	-7	-2	-9
COc1ccc(CN2CCOCC2)cc1Br	-3	-4	11	9	1	/	4	/	11	-5	-12
Fc1ccc(CNc2cnccn2)cc1	-5	-2	15	-11	5	-6	-3	-13	11	2	9
CCCc1n[nH]c2c1C(=O)CC(C)(C)C2	2	15	-17	-11	-7	-7	11	-8	-3	-2	-12
COc1ncccc1C(=O)N1CCCC(C(=O)c2cc(F)ccc2F)C1 (centres undefined)	-16	18	12	2	7	17	17	-1	-2	5	2
CCCS(=O)(=O)N1CCN(C(=O)c2ccco2)CC1	-34	13	2	-2	1	-6	6	-6	13	-7	-2
CCN(CC1COc2ccccc2O1)C(=O)CN1C(=O)NC(C)(c2ccc(C)cc2)C1=O (centres undefined)	-10	1	-27	-21	-2	-2	0	15	1	1	-2
O=C(CSc1nc2ccccc2c(=O)n1NC(=O)c1ccccc1)c1ccc(Cl)cc1	-83	-71	-103	3	-7	-11	2	-43	21	-4	2
O=C(c1cnc2n(c1=O)CCS2)N1CCN(c2ccccc2F)CC1	2	-2	12	3	2	-6	-2	-11	-47	2	-10
CCOC(=O)c1cnc2c(Cl)cccc2c1NCCN(C)C	-7	-3	-2	1	3	-3	4	-20	-42	-2	-5
Cc1ccc(N(CC(=O)NC(C)(C)C)C(=O)CS(=O)CC(=O)Nc2ccc(F)cc2)cc1 (centres undefined)	3	16	-10	3	-33	-11	0	7	5	-19	-5
CC(NC(=O)c1cnccn1)c1ccc(S(N)(=O)=O)cc1 (centres undefined)	-8	0	1	-12	3	-11	1	2	0	2	-1
COc1cc(/C=N/NC(=O)CN(Cc2ccccc2)S(=O)(=O)c2ccc3c(c2)OCCO3)ccc1O	-22	3	-8	-2	3	-6	0	-27	12	2	8
CCN(CC)S(=O)(=O)c1ccc(NC(=O)CSc2nnc(-c3ccc(F)cc3)o2)cc1	-10	21	-7	-1	1	-11	8	3	-7	4	0
CC(=O)c1ccc(OC(C)C)c(CN2CCCCC2)c1	15	-1	-10	-2	-6	-18	-5	10	-3	3	-12

Other structures:
Structure	NCOA1 inh	SRC3 inh	LRH-1 inv ag	C8 TRAIL sens	LMP1 NFkB inh	NCOA2 inhibitor	Vif imaging	COUP-TFII inh	TROY signal inh	TLR9-MyD88 inh	NOD2-RIPK2 inh
O=C(Cn1c(=O)oc2cccnc21)Nc1ccc(C(F)(F)F)cc1	-7	-6	-52	-8	/	-19	/	-21	18	/	6
COc1cc(NC(=NS(=O)(=O)c2ccccc2)c2ccccc2)ncn1	-56	-50	-73	0	-2	-32	10	-67	-33	3	6
O=C(c1cc2ccccc2o1)N1CCN(S(=O)(=O)c2c(F)cccc2F)CC1	-6	19	-12	-9	2	-15	8	6	8	-9	2
COc1c2ccc(C(=O)NCc3cc(C(F)(F)F)cc(C(F)(F)F)c3)cc2nn1C	8	16	-7	11	-19	-17	-5	8	-5	2	5
CCOc1cc(C(=S)N2CCOCC2)ccc1OS(=O)(=O)c1ccccc1[N+](=O)[O-]	1	7	9	-2	8	4	-6	13	-23	-1	-11
COCCCn1c(SCC(=O)N2CCc3ccccc32)nnc1-c1ccoc1C	-21	-20	9	-5	-6	-3	13	-6	-14	-2	-7
O=C(O)C(CCC(C(=O)O)c1ccccc1)c1ccccc1 (centres undefined)	2	-2	3	-10	4	-33	-8	9	-3	6	-5
Cc1cc(C)nc(NNS(=O)(=O)c2c(F)cc(F)cc2Br)n1	1	26	10	-5	2	-4	0	-10	-10	-13	-1
O=C(CCC1CCCCC1)Nc1nnc(C(F)(F)F)s1	11	9	-4	3	-3	-1	-5	13	19	2	3
O=C(Nc1ncccc1Cl)c1ccc2c(c1)OCCO2	-123	-49	-103	2	-17	-77	-2	-17	-45	-4	0
CCC(C)N1CC(O)=C(c2nc3ccccc3[nH]2)C1=N (centres undefined)	-47	-18	-77	-11	1	-7	-6	-29	-20	-12	-10
CC(CNC(=O)CN1C(=O)CCSc2ccccc21)c1ccccc1 (centres undefined)	-1	-20	-14	6	-10	-36	-5	15	-6	3	-6
COCCN(C(=O)CNC(=O)c1ccco1)C(C(=O)NC1CCCC1)c1cccc(OC)c1 (centres undefined)	3	-6	-7	7	-5	-1	52*	-4	-7	7	-4
CCN(CC(=O)Nc1ccc(NC(C)=O)cc1)C(=O)/C=C/c1cn(-c2ccccc2)nc1-c1ccc(C)cc1	-7	18	-14	-9	-3	-18	-4	6	22	-6	17
COc1ccc(N2CCN(C(=O)COC(=O)CNC(=O)c3ccc(Cl)cc3Cl)CC2)cc1	-15	10	-5	-23	-4	-52	-1	-5	12	-9	5
O=C(Nc1ccccc1C(=O)Nc1cccnc1)c1ccccc1	-11	-9	21	1	0	-20	-4	18	-3	-9	-1
CCS(=O)(=O)NCCc1ccc(OC)c(OC)c1	-5	9	-6	23	8	-6	2	13	-1	-5	-5
Cc1ccc(-c2ccc(=O)n(CC(=O)NCCN(CC(C)C)CC(C)C)n2)cc1	14	1	21	-4	-7	-25	-4	12	9	6	4
COc1ccc(OC)c(Nc2nc(C3CC3)nc3c2nnn3Cc2ccccc2)c1	6	10	7	-10	2	-12	6	12	18	-1	0
CCOC(=O)C1=C(O)C(=O)N(Cc2ccccc2)C1	-4	11	-7	6	0	-29	-7	3	14	9	-6

New compounds follow
Structure	NCOA1 inh	SRC3 inh	LRH-1 inv ag	C8 TRAIL sens	LMP1 NFkB inh	NCOA2 inhibitor	Vif imaging	COUP-TFII inh	TROY signal inh	TLR9-MyD88 inh	NOD2-RIPK2 inh
Fc1cccc2sc(Nc3nc4cc5c(cc4s3)OCCO5)nc12	-15	12	-30	53*	-48	-64	0	-2	72*	-4	-11
CCOc1ccc(NC(=O)c2ccc(NC(=O)c3ccccc3Br)cc2)cc1	3	0	-13	13	14	-7	-2	-6	-8	-1	5
COc1ccc(C2CC(c3ccc(C)o3)=NN2C(C)=O)cc1 (centres undefined)	-45	-31	-80	-2	-18	-59	9	-39	-28	-4	0
O=C(Nc1ncc([N+](=O)[O-])s1)C1CC(=O)N(c2ccc(F)cc2)C1 (centres undefined)	-26	-10	-42	-17	-5	-8	2	-18	-34	1	1
O=C(/C=C/c1ccc(OCc2cccc(Cl)c2)cc1)N1CCOCC1	-6	6	5	-8	5	-37	1	1	-8	9	3
O=C(C1=NN(c2ccccc2)C2C(=O)N(c3ccccc3)C(=O)C12)c1ccccc1 (centres undefined)	16	13	-6	3	-2	8	-2	4	-7	9	16
Cc1cccc(NC(=O)N2CCC(NC(=O)c3ccco3)CC2)c1	3	4	3	-10	-5	7	-6	14	-17	2	-1
Cc1c(C)n(CC(O)CSc2ccccc2)c2ccccc12 (centres undefined)	/	/	9	-4	/	-56	/	-12	-7	/	-2
Clc1ccc(-c2cn(-c3ccc(Cl)cc3)c3[n+]2CCCCC3)cc1	-18	4	8	-10	-4	-49	31	6	5	3	-4
O=C(COC(=O)c1n[nH]c2ccccc12)NC(=O)NCc1ccco1	6	-1	12	-7	-1	12	-5	12	6	-3	4
CCCCOC(=O)c1ccc(NC(=O)CSc2nnnn2C)cc1	-29	-8	-25	2	-14	-11	-21	-14	-7	-2	-15
Cn1ccnc1SCC(=O)Nc1ccc2c(c1)OCCO2	-58	-117	-96	11	-2	-50	-3	-46	-18	-5	-3
CC(OC(=O)/C=C/c1ccc(Br)cc1)C(=O)N1CCOCC1 (centres undefined)	-15	-8	-10	20	-1	-5	-9	12	5	-10	7

Fetched by compound from the entries so far:
Structure	NCOA1 inh	SRC3 inh	LRH-1 inv ag	C8 TRAIL sens	LMP1 NFkB inh	NCOA2 inhibitor	Vif imaging	COUP-TFII inh	TROY signal inh	TLR9-MyD88 inh	NOD2-RIPK2 inh
O=C(/C=C/c1ccc(OCc2cccc(Cl)c2)cc1)N1CCOCC1	-6	6	5	-8	5	-37	1	1	-8	9	3
CC(OC(=O)/C=C/c1ccc(Br)cc1)C(=O)N1CCOCC1 (centres undefined)	-15	-8	-10	20	-1	-5	-9	12	5	-10	7
CCCCOC(=O)c1ccc(NC(=O)CSc2nnnn2C)cc1	-29	-8	-25	2	-14	-11	-21	-14	-7	-2	-15
O=C(COC(=O)c1n[nH]c2ccccc12)NC(=O)NCc1ccco1	6	-1	12	-7	-1	12	-5	12	6	-3	4
CCOc1ccc(NC(=O)c2ccc(NC(=O)c3ccccc3Br)cc2)cc1	3	0	-13	13	14	-7	-2	-6	-8	-1	5
COc1ccc(C2CC(c3ccc(C)o3)=NN2C(C)=O)cc1 (centres undefined)	-45	-31	-80	-2	-18	-59	9	-39	-28	-4	0
